ERG Ets-DNA blk: qHTS for Small Molecule Inhibitors of the ERG Ets/DNA interaction | fluorescence polarization, His-ERG Ets domain / labelled DNA | AID 624246, 2012 | Transcriptional regulator ERG (Homo sapiens), P11308 | 370,000 tested, 0.028% active | Potency, µM (doses to about 76.9 µM), for the others: top-dose FP activity, negative = inhibition, usual class: inhibitors; active = well fitted inhibition curve with a large enough effect in the polarisation, with a control signal flat; inconclusive = small, poorly fitted or top-dose-only effect, or effect the other way, or a change in a side signal; inactive = no such curve, though single readings can be large or run the other way; the % refers to the polarisation;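 also: polarization taken with two DNA probes labelled with fluorescein and Texas red; % of control where 0% means no effect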
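His-tagged ERG Ets domain (1 uM in the protein solution; 300mM KCl, 50mM Tris-HCl, 1mM EDTA, 1mM DTT, pH 7.5) received compound, then a probe mix of 5 nM fluorescein-DNA and 100nM Texas-615-DNA. Fluorescence polarization was read for both dyes.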
JMJD2A Tudor: qHTS Assay for Inhibitors of JMJD2A-Tudor Domain; Lysine-specific demethylase 4A (Homo sapiens), O75164; AlphaScreen JMJD2A-Tudor / H3K4me3 peptide binding; Potency, µM (highest dose often 114 µM), for inactives: at the highest dose activity change, negative = inhibition, most hits filed as inhibitors; 390,000 tested, 4.4% active; AID 504339, 2011; also: % is scaled to controls: 0 for no effect and ±100 for the full control effect; nearly all actives have a fitted effect of over 50% in size
TrxR1 inh: qHTS Assay for Inhibitors of Mammalian Selenoprotein Thioredoxin Reductase 1 (TrxR1): qHTS; recombinant rTrxR1, NADPH fluorescence consumption, selenite substrate; 390,000 tested, 1% active; Potency, µM (highest dose often 114 µM), without a hit: at the highest dose activity change, negative = inhibition, actives largely listed as inhibitors; Thioredoxin reductase 1, cytoplasmic (Rattus norvegicus), O89049; AID 588453, 2011; also: % is scaled to controls: 0 for no effect and ±100 for the full control effect; nearly all actives have a fitted effect of over 65% in size
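Rat TrxR1 (90 nM in the dispensed reagent) was pre-reduced with 400 uM NADPH for 5 min at room temperature, then incubated with compound for 15 min. After 400 uM selenite was added, NADPH fluorescence (Ex 340/Em 450 nm) was followed for 8 min.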
Pin1 inhibitor: qHTS Assay to Find Inhibitors of Pin1 | AID 504891, 2011 | Peptidyl-prolyl cis-trans isomerase NIMA-interacting 1 (Homo sapiens), Q13526 | Pin1 FP peptide displacement, HiFluor488, 10 min | 390,000 tested, 0.009% active | Potency, µM (titrated, usually from 115 µM), for the others: top-dose activity, negative = inhibition, usual class: inhibitors; active = well fitted inhibition curve with a large enough effect in the polarisation, with a control signal flat, not every such curve was filed as active; inconclusive = small, poorly fitted or top-dose-only effect, or effect the other way, or a change in a side signal; inactive = no such curve, though single readings can be large or run the other way; the % refers to the polarisation; also: % is scaled to controls: 0 for no effect and ±100 for the full control effect
Target sequence (Q13526 whole entry, looked up): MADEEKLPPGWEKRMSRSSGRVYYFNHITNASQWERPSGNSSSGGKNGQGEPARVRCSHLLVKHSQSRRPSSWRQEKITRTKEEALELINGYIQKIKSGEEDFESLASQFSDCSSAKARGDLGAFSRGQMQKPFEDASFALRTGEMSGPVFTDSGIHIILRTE
PGK inhibitor: qHTS Assay to Find Inhibitors of Phosphoglycerate Kinase | Phosphoglycerate kinase, glycosomal (Trypanosoma brucei brucei), P07378 | PGK/GAPDH coupled, Kinase-Glo luminescence, 60 min | Potency, µM (top dose mostly 57.5 µM), inactives show top-dose activity change, negative = inhibition, hits mostly inhibitors | 380,000 tested, 0.043% active | AID 602233, 2012; also: % is scaled to controls: 0 for no effect and ±100 for the full control effect; nearly all actives have a fitted effect of over 60% in size
Target sequence (P07378 whole entry, looked up): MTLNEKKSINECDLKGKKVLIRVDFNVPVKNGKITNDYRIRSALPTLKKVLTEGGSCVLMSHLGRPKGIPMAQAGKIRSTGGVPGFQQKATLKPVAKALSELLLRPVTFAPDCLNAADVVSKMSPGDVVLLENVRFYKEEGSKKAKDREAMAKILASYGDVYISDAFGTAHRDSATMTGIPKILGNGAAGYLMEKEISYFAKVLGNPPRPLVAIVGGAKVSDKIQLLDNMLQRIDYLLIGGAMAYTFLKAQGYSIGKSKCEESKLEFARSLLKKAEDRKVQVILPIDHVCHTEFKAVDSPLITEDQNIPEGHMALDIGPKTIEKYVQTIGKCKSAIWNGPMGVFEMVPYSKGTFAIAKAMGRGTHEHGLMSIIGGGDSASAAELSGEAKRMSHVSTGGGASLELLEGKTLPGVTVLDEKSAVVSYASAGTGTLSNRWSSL
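Recombinant glycosomal PGK reaction used 1,3-bisphosphoglycerate generated in-well by GAPDH (100nM final) in 100mM TEA pH 7.6, 5mM MgCl2, 0.01% Tween-20. After 60 minutes at room temperature, ATP was read by Kinase-Glo Plus luminescence end-point.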
RGS4 inh: Inhibitors of Regulator of G Protein Signaling (RGS) 4: qHTS. Transcreener GDP fluorescence polarization, RGS4-accelerated GTP hydrolysis. Potency, µM (doses to about 114 µM), for the others: top-dose activity change, negative = inhibition, actives largely listed as inhibitors. 390,000 tested, 0.039% active. AID 504845, 2011; also: % is scaled to controls: 0 for no effect and ±100 for the full control effect; nearly all actives have a fitted effect of over 75% in size; some results filed as inactive show a strong effect at the top dose
Target sequence (P49798 whole entry, looked up): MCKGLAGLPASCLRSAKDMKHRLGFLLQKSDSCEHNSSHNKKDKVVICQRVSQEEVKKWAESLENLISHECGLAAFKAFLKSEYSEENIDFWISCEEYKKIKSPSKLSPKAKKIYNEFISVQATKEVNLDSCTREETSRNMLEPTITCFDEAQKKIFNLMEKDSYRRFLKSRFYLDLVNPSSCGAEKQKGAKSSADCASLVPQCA
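MLSMR compounds (23 nl, pin-transferred) preincubated 10 min at room temperature with a 500nM (2x) first reagent, then RGS4 at 900nM (2x) plus Transcreener GDP mix added; fluorescence polarization (620/688 nm) read before and after 90 min at 30 °C.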
HP1b binding inh: HTS for Inhibitors of HP1-beta Chromodomain Interactions with Methylated Histone Tails | Chromobox protein homolog 1 (Homo sapiens), P83916 | Potency, µM (series often up to 114 µM), for inactives: at the highest dose activity change, negative = inhibition, usual class: inhibitors | 390,000 tested, 0.56% active | AlphaScreen HP1-beta / biotin-H3K9me3 peptide binding; also: nearly all actives have a fitted effect of over 70% in size; inactives centre near 23
Target sequence (P83916 whole entry, looked up): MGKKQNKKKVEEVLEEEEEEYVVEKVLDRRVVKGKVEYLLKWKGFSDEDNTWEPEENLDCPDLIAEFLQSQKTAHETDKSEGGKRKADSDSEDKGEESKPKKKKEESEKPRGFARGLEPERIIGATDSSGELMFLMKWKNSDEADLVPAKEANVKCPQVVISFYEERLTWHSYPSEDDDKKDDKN
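Compound inhibition of the preformed complex between 50 nM HP1-beta and 50 nM biotinylated H3K9me3 peptide was read by AlphaScreen. Buffer was PBS pH 7.4 with 0.01% Tween-20. Incubations ran 30 min at room temperature, with 10 ug/mL donor/acceptor beads.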
GLS inh: qHTS for Inhibitors of Glutaminase (GLS); Glutaminase kidney isoform, mitochondrial (Homo sapiens), O94925; GLS enzymatic activity, qHTS titration; Potency, µM (series often up to 45.5 µM), without a hit: at the highest dose activity change, negative = inhibition, hits mostly inhibitors; 410,000 tested, 0.21% active; also: % is scaled to controls: 0 for no effect and ±100 for the full control effect
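hKGA in 45 mM KH2PO4 pH 8.2, 0.02% Tween-20 with pin-transferred compounds; 1 mM L-glutamine (stock) plus glutamate oxidase/HRP/Amplex Red coupling added. Fluorescence read initially and after 30 min at RT.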
12-LOX inh: Primary qHTS assay for inhibitors of human arachidonate 12S-lipoxygenase (ALOX12): Round 2. Polyunsaturated fatty acid lipoxygenase ALOX12 (Homo sapiens), P18054. purified 12hLO, xylenol orange hydroperoxide absorbance. Potency, µM (highest dose often 108 µM), for the others: at the highest dose activity change, negative = inhibition, hits mostly inhibitors. 580,000 tested, 1.1% active. AID 1671190, 2021; also: % is scaled to controls: 0 for no effect and ±100 for the full control effect
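Purified human 12hLO (150 nM final) in 25 mM Hepes, 0.01% Triton X-100, pH 7.0 was preincubated 15 min at room temperature with compound. Then 40 uM arachidonic acid was added, 30 min. Hydroperoxide was read by Fe-XO absorbance ratio 573/405 nm.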
An asterisk follows results filed as active; i = inactive; ? = inconclusive; [ ] = remark or other dose. Unless noted, calls follow the shape of the dose curve; as a rule, active = well fitted curve in the direction sought with a large enough effect; inconclusive = small, poorly fitted or top-dose-only effect, or another doubt; inactive = no such curve, though single readings can be large; an effect the other way counts as inactive or inconclusive. Potency is read from the fitted curve at half-maximal effect. Some of the compounds tested. The share of hits here may be higher or lower than overall.

SMILES | ERG Ets-DNA blk | JMJD2A Tudor | TrxR1 inh | Pin1 inhibitor | PGK inhibitor | RGS4 inh | HP1b binding inh | GLS inh | 12-LOX inh
Cc1cc(C)c2sc(NC(=O)c3ccc(N4C(=O)CCC4=O)cc3)nc2c1 | 29.1% | 2.5% | -1.0% | 15.0% | -8.8% | -11.1% | 40.8%[activator] | -10.2% | -3.4%
CC1CCC/C(=N\NC(=O)COc2ccccc2Cl)C1 (stereo unspecified) | -1.4% | -22.0% | 5.9% | -3.9% | -9.1% | 7.1%[11.4 µM] | -1.2% | 22.1% | 0.5%
O=C(NCCCc1nc2ccccc2n1Cc1c(F)cccc1Cl)C1CCCCC1 | 7.7% | 3.4% | 9.5% | -0.4% | -0.8% | -3.6% | 39.4% | -17.5% | -24.5%
Clc1ccc(COc2cccc(CNCc3ccncc3)c2)cc1 | -1.1% | -6.9% | 22.9%[57.1 µM] | 0.2% | 3.1% | -26.0% | 21.1% | -7.0% | ?
COc1ccc(N2C(=O)c3ccccc3NC23CCCC3)cc1 | 10.8% | -10.2% | 8.9%[57.1 µM] | -6.0% | -2.2% | 4.1% | 16.3% | 5.1% | -0.6%
O=C(CN1CCN(c2ccccn2)CC1)N1CCc2ccccc21 | -12.1% | -15.5% | 15.7% | 0.0% | -0.2% | 17.2%[11.4 µM] | 15.8% | 8.5% | -16.8%
O=C(NC1CCCCC1)c1ccc(CSc2nc3ccncc3n2Cc2ccccc2)cc1 | 0.7% | -17.4% | 2.1% | 8.8% | 11.1% | 15.4% | 40.4% | 12.6% | -12.0%
O=C(Nc1ccc(F)cc1F)c1cc(-c2ccco2)on1 | -4.1% | -8.2% | 6.0% | 34.7%[activator] | -3.4% | -36.8% | 22.3% | 0.8% | -9.1%
COc1cc(NC(C)=O)c2ncccc2c1NC(C)=O | 6.0% | -15.9% | -32.8%[57.1 µM] | -12.8% | i | 2.0% | 22.1% | 0.2% | 0.6%
Cc1ccc(F)cc1NC(=O)c1cccc2nccnc12 | 5.1% | -9.6% | 22.5% | 3.1% | -9.3% | -22.6% | 37.5% | -1.8% | -11.1%
COc1ccc(N2C(=O)c3ccc(C(=O)OC(C)C)cc3C2=O)cc1 | 5.4% | ? | 19.4% | -16.4% | -7.9% | -91.7%[11.4 µM] | ? | ? | -7.7%
CSc1cccc(NC(=O)CC(C)n2ccnc2)c1 (stereo unspecified) | -8.3% | -9.2% | 10.7% | 0.2% | -7.5% | -1.5% | 35.7% | 0.8% | 6.5%
Cc1nn(-c2cccc(Cl)c2)c(Cl)c1/C=N/NC(=O)c1cccs1 | 2.3% | -32.2% | -3.4% | 20.2% | -7.7% | 7.7% | -7.7% | -0.5% | 0.9%
Cc1ccc(Cc2nc3ccccc3nc2SCC(=O)NCc2ccccc2Cl)cc1 | 1.3% | -6.5% | -3.4%[57.1 µM] | 0.5% | -6.0% | -5.4% | 30.3%[57 µM] | 3.1% | -12.2%
CC(=O)c1ccc(Cc2ccc(C(C)=O)cc2)cc1 | -4.3% | 0.7% | 20.0%[57.1 µM] | 0.2% | -3.8% | -4.3% | 37.0%[activator] | 1.1% | 1.2%
O=C(COC(=O)c1cc([N+](=O)[O-])ccc1N1CCOCC1)c1ccccc1Cl | 15.0% | ? | 24.0% | -2.0% | -1.4% | 1.9% | 15.3% | 4.1% | ?
O=C(NCc1ccccc1)c1ccc(NC(=O)c2nsc3ccccc23)cc1 | -10.0% | -6.5% | 20.9%[57.1 µM] | -0.8% | -11.9% | -11.9% | 14.6%[57 µM] | -4.9% | 5.4%
O=C(NC1CCS(=O)(=O)C1)c1ccc(Br)o1 (stereo unspecified) | 4.3% | -1.8% | -14.2% | -0.3% | 19.4% | 6.7% | 13.9% | 1.3% | 12.8%
S=C(NCCc1ccccc1)N/N=C/c1c(Cl)cccc1Cl | -0.1% | -4.5% | 8.1%[57.1 µM] | 1.1% | -4.8% | -6.9% | 34.8% | 3.3% | 39.8µM*
CC(C(=O)O)n1c2ccccc2c2cn[nH]c(=O)c21 (stereo unspecified) | 2.3% | -4.0% | 29.3% | 0.3% | -1.7% | -23.3% | 86.7%[activator] | ? | 0.0%
CCCCc1nnc(NC(=O)CN2C(=O)C3CCCCC3C2=O)s1 (stereo unspecified) | 12.5% | -13.1% | -6.4% | -1.8% | i | 5.9% | 13.8% | 0.1% | 18.2%
COc1ccccc1-c1cc(C(=O)NCc2ccco2)no1 | 6.8% | -33.8% | -13.2%[57.1 µM] | 3.2% | -4.1% | 0.7% | 12.6% | 1.0% | 8.6%
COc1ccc(C(=O)N/N=c2\oc3ccccc3cc2C(=O)NCc2ccccc2)cc1 | -9.3% | -23.3% | -0.1% | 3.2% | i | 4.5% | 23.9% | -1.6% | -3.3%
CCOC(=O)c1c[nH]n2c(=O)cc(C)nc12 | 3.1% | 6.9% | 4.2%[57.1 µM] | 3.1% | -4.7% | -12.3% | 17.6% | 2.1% | 9.0%
Cc1ccc(S(=O)(=O)N2CC=C(c3ccc(F)cc3)CC2)cc1 | 4.3% | 4.7% | -9.4% | -1.0% | -3.4% | 16.4% | 43.5% | 6.6% | 1.9%
CCCCCN(C(=O)CCC(=O)OCC(=O)NCc1cccc(OC)c1)c1c(N)n(CCCC)c(=O)[nH]c1=O | 0.9% | -2.9% | -9.2% | 6.7% | -9.3% | -16.4% | 27.8% | -7.1% | 6.7%
CCc1cccc(NC(=O)C(Cc2ccccc2)NS(=O)(=O)c2cccs2)c1 (stereo unspecified) | 8.8% | -17.1% | 0.0% | 48.4%[activator] | -4.3% | 6.4% | 23.7% | -0.5% | ?
Nc1c(C(=O)Nc2ccc3c(c2)OCCO3)nnn1Cc1ccc(Cl)cc1 | -1.6% | -4.8% | 7.3% | -0.7% | -12.7% | 0.4% | 23.5% | -7.5% | -29.9%
Cc1ccc(/C=C/c2nc3ccccc3c(=O)[nH]2)cc1 | -6.0% | -14.7% | 36.9% | -4.5% | -8.1% | 16.3% | 20.5% | -1.7% | 13.6%
CC1(C)Cc2cccc(Oc3ccc(S(=O)(=O)N4CCCC4)cn3)c2O1 | 0.1% | -8.8% | 24.9%[57.1 µM] | 1.0% | -0.6% | -20.9% | 44.9%[activator] | -9.8% | -1.6%
CC(C)(C)c1ccc(C(=O)NCCCN2CCN(CCCNC(=O)c3ccc(C(C)(C)C)cc3)CC2)cc1 | -4.2% | ? | -4.1%[57.1 µM] | -0.2% | 2.3% | 2.6% | -19.0% | 12.8% | ?
Cc1cc2ccccc2c(=O)n1CC(=O)NCc1ccco1 | -8.4% | -11.4% | ? | 43.7%[activator] | 7.5% | 17.8% | 33.4% | 19.1% | 10.9%
COc1cc(Cl)c(C)cc1NC(=O)CCN1C(=O)NC(C)(C)C1=O | 7.0% | -14.4% | -3.4%[57.1 µM] | -2.8% | i | 0.3% | 4.3% | -1.3% | -13.8%
COc1ccccc1CNC(=O)CSC(=S)N1CCCC1 | 0.7% | -10.8% | 18.2% | -1.5% | -5.5% | -34.5% | 19.2% | 1.4% | 4.3%
Cc1cc(C)n(-c2ccc(C(=O)Nc3cccc([N+](=O)[O-])c3)cc2)n1 | 23.6% | -7.5%[11.4 µM] | 31.7%[57.1 µM] | -8.5% | i | ? | -10.2% | 5.6% | -2.9%
COC(=O)C1=C(CS(=O)(=O)c2ccccc2)NC(=O)NC1c1ccccc1 (stereo unspecified) | -1.4% | -18.8% | 16.3% | 1.5% | -5.7% | -3.0% | 22.9% | -3.4% | -25.8%
